# aGal spleen mod – inhibits or activates alpha-galactosidase in human spleen homogenate. P06280. human spleen homogenate, 4MU-alpha-Gal fluorescence, 40 min. Potency, µM (top dose mostly 80 µM), without a hit: top-dose activity change, negative = inhibition, actives largely listed as inhibitors. hit rate 0.008% among 240,000. AID 2107;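 note: 0% = enzyme with vehicle and -100% = no enzyme basal signal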
# Target sequence (P06280 32-429 limits assumed): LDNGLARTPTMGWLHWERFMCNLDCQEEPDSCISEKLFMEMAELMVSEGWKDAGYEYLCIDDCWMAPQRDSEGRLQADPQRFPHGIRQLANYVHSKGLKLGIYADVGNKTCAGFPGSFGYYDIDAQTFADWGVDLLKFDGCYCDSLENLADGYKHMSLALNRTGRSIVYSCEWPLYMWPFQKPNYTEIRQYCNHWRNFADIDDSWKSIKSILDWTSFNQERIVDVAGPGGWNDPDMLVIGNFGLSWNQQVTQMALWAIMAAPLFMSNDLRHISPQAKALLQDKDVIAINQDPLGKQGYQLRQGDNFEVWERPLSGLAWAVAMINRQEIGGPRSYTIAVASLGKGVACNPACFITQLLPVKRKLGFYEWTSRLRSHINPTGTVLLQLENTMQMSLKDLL
#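 Human spleen homogenate (1 ug) was the enzyme source, with 4-methylumbelliferyl-alpha-D-galactopyranoside (1 mM final) in pH 5.0 citrate buffer with 0.01% Tween-20. Compounds were titrated; after 40 min at 37C, NaOH/glycine stop, 4-MU fluorescence read; AC50 from Hill fits.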
# Tau FP inhib – inhibitors of human tau fibril formation | P10636 | K18 P301L tau heparin fibrillization, Alexa594 FP, 6 h | Potency, µM (titrated, usually from 57.7 µM), for inactives: top-dose activity, negative = inhibition, usual class: inhibitors | hit rate 0.39% among 280,000; note: % is set by controls: 0 for no effect and ±100 for the full control effect; nearly all actives have a fitted effect of over 55% in size
# Target sequence (P10636 561-689 P618L limits assumed): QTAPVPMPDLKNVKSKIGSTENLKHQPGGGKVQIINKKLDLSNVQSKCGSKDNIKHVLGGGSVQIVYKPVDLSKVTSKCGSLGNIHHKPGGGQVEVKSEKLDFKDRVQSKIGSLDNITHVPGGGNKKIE
#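 Heparin (20 uM) drove fibril formation of recombinant tau K18 P301L, 15 uM unlabeled with 0.24 uM Alexa 594 label, for 6 hr at 37 C in 100 mM sodium acetate pH 7. Fluorescence polarization (555/632 nm) read 1 hr after 30 uM ThT.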
# GAA inh – blocks human lysosomal alpha-glucosidase | P10253 | purified human GAA, 4-MU-alpha-glucoside fluorescence | hit rate 0.005% among 200,000 | Potency, µM (highest dose often 76.9 µM), without a hit: at the top dose activity change, negative = inhibition, actives largely listed as inhibitors;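 note: plate controls were uninhibited enzyme wells for no effect and no-enzyme background for full effect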
#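 qHTS format, compound range up to 77 uM. Human lysosomal enzyme at 4 nM, 400 uM 4-MU glucoside substrate, pH 5.0, 20 min room temperature; fluorescence after alkaline stop gives activity normalized to controls.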
# aGlu spleen mod – lysosomal alpha-glucosidase (human) modulation. P10253. human spleen homogenate, 4-MU-alpha-glucoside fluorescence. Potency, µM (top dose mostly 79.9 µM), inactives show at the highest dose activity change, negative = inhibition, usual class: inhibitors. hit rate 0.006% among 240,000. AID 2112;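 note: 0% = enzyme with vehicle and -100% = no enzyme basal signal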
#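 Human spleen homogenate (1 ug) incubated with compounds and 1 mM 4-methylumbelliferyl-alpha-D-glucopyranoside in pH 5.0 citrate/phosphate buffer, 37 C, 40 min. Stopped at pH 10; 4-MU fluorescence (Ex 365/Em 440 nm); AC50 by Hill fit.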
# GAA glycogen – GAA glycogen-cleavage inhibition or activation; P10253; recombinant GAA, glycogen substrate, Amplex Red glucose oxidase fluorescence; Potency, µM (doses to about 76.4 µM), inactives show top-dose activity change, negative = inhibition, hits mostly inhibitors; hit rate 0.38% among 300,000;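 note: 0% = full enzyme reaction and -100% = no-enzyme basal signal; the screen sought inhibitors and activators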
#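 Recombinant human alpha-glucosidase (4 nM final) hydrolysed bovine liver glycogen (30 ug) for 40 min at 37 C in pH 5.0 citrate/phosphate with 0.01% Tween-20. Released glucose detected by glucose oxidase/Amplex Red, Ex 573/Em 610 nm. Compounds up to 77 uM; AC50 from Hill fits.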
# Tau fibril ThT – inhibitors of human tau fibril formation, thioflavin T binding | recombinant tau K18 P301L, heparin-induced fibrillization, ThT fluorescence | Potency, µM (top dose mostly 57.4 µM), without a hit: top-dose activity, negative = inhibition, most hits filed as inhibitors | hit rate 2.1% among 270,000 | AID 1460; note: % is set by controls: 0 for no effect and ±100 for the full control effect; nearly all actives have a fitted effect of over 55% in size
#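 Using a mix of unlabeled (15 uM) and Alexa 594-labeled (0.24 uM) tau K18 P301L, heparin-triggered fibrillization over 6 hr at 37 C was scored by ThT fluorescence.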
# HTT ATP protect – protects HTT-Q103 PC12 cells, measured by ATP; PC12 HTT-Q103 induced, cytoprotection, ATP luminescence, 40 h; Potency, µM (top dose mostly 56.4 µM), without a hit: cytoprotection (ATP increase), hits mostly activators; hit rate 0.14% among 230,000;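 note: % of control where 0% means no effect; nearly all actives have a fitted effect of over 45% in size; toxic huntingtin expression switched on by the ecdysone agonist tebufenozide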
#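 Quantitative HTS on tebufenozide-induced (100 nM) PC12 cells expressing HTTQ103 exon 1–GFP; compounds tested as a concentration series; survival measured via cellular ATP.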
# Tau fluor counter – counter-screen for tau fibril formation inhibitors; Potency, µM (series often up to 57.7 µM), for inactives: at the top dose activity change, negative = decrease; hit rate 0.93% among 280,000; tau K18 P301L Alexa594 fluorescence, heparin fibrillization; note: % is set by controls: 0 for no effect and ±100 for the full control effect; nearly all actives have a fitted effect of over 55% in size
#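 Human tau K18 P301L (15 uM unlabeled, 0.24 uM Alexa 594-labeled) in 100 mM sodium acetate pH 7 with 20 uM heparin, 6 hr at 37 C. ThT 30 uM added, 1 hr ambient; Alexa 594 FP and total fluorescence read at 555/632 nm.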
# Active calls of the source: *; ? = inconclusive; · = no result given; & = joins results of further samples; [ ] = dose if it differs, or a comment. Calls come from the whole dose curve; as a rule, active = well fitted curve in the direction sought with a large enough effect; inconclusive = small, poorly fitted or top-dose-only effect, or another doubt; inactive = no such curve, though single readings can be large; an effect the other way counts as inactive or inconclusive. Potency is the fitted concentration of half-maximal effect.
compound	GAA glycogen	aGal spleen mod	Tau fibril ThT	GAA inh	HTT ATP protect	aGlu spleen mod	Tau FP inhib	Tau fluor counter
Cc1ccc(C2=NC3(CCCCCC3)NC2=S)cc1	-1%	6%	2%	0%	28%[10 µM]	-1%	0%	4%
Cc1cc(C)nc(N2CCN(c3ncnc4c3oc3ccccc34)CC2)n1	-9%	6%	0%	-6%	-1%[0.074 µM]	0%	-4%	7%
CCOC(=O)C1(CC2CC2)CCN(Cc2cnc(-c3ccc(OC)cc3)nc2)CC1	4%	-11%	-6%	·	10%[10 µM]	-10%	6%	-3%
COc1cc(OC)nc(-n2ncc(OC)c(Br)c2=O)n1	-9%	-1%	-1%	0%	·	-5%	-1%	7%
CN(C)/C=N/c1nc2nccc(-c3ccccc3)n2n1	-2%	9%	-2%	?	-13%	·	4%	1%
Cc1ccc(C)c(C(=O)Nc2c(C(N)=O)oc3ccccc23)c1	4%	-3%	-11%	-3%	5%	3%	-13%	-23%
COc1ccc(/C=N/NC(=O)c2sc3nc(C)cc(C)c3c2N)cc1	4%	-2%	·	·	-18%[10 µM]	-1%	·	·
O=C(NCCc1ccccc1)c1nc(-c2ccc(Cl)cc2)n2c1CCCCC2	4%[76.3 µM]	·	-8%	·	·	·	6%	-3%
COC(=O)c1nnn(-c2nonc2N)c1CSc1ccc(Cl)cc1	-3%	0%	-1%	-6%	-2%	-10%	-4%	-4%
CCc1cccc(NC(=O)NC(=O)Cn2nnc(C(=O)OC)c2C(=O)OC)c1	0%	1%	9%	5%	-6%[10 µM]	-1%	-8%	8%
COc1cc(NC(=O)NC(C)(C(F)(F)F)C(F)(F)F)cc(OC)c1OC	-12%	13%	-10%	-1%	6%	-6%	7%	-16%
CC1(c2ccccc2Cl)NC(=O)N(CC(=O)NCCC2=CCCCC2)C1=O (stereo unspecified)	3%	7%	-7%	-6%	-21%	1%	3%	-3%
Cc1cccc(C2C3=C(Nc4[nH]n(-c5ccccc5)c(=O)c42)c2ccccc2C3=O)c1 (stereo unspecified)	-17%	-5%	16µM*	-7%	0%[10 µM]	-3%	-3%	?
CCn1c(SCC(=O)N/N=C/c2ccc(C)s2)nc2ccccc21	-6%	-11%	-15%	6%	8%[10 µM]	0%	5%	-2%
NCCCCC(=O)O	·	-21%&4%	-4%&-2%	·	-1%	-2%&3%	-1%&-2%	-5%&-2%
O=C(Nc1cccc(Br)c1)c1ccc(OC2CSC2)cc1	2%	-14%	?	-5%	-21%	-6%	?	?
COc1cc(/C=N/NC(=O)Cc2csc(N3CCOCC3)n2)cc(OC)c1O	-13%	9%	-11%	10%	-118%[inhibitor]	-17%	6%	1%
O=C(Nc1nnc(Cc2ccccc2)s1)c1ccco1	-13%	0%	-15%	1%	-7%	0%	2%	-15%
O=C1C2C3c4ccccc4C(c4ccccc43)C2C(=O)N1c1ccncc1 (stereo unspecified)	-1%	8%	-7%	10%	-10%[10 µM]	2%	-13%	-13%
CCOC(=O)c1c(C)[nH]c(C(=O)COC(=O)CCS(=O)(=O)c2ccc(C)cc2)c1C	8%	5%	-16%	4%	·	5%	-10%	-10%
CCCCn1nc2cc(C(=O)NCc3ccco3)ccc2c1OCC	-13%	1%	-9%	1%	-11%	0%	1%	-4%
Nc1cc(=O)nc(SCC(=O)Nc2ccccc2Cl)n1-c1ccccc1	-1%	-1%	0%	8%	-26%	-5%	5%	-5%
COc1ccc(NC(=O)Nc2cc(C)cc(C)c2)cn1	5%	8%	-4%	·	-13%[10 µM]	8%	10%	-16%
S=c1[nH]nc(-c2ccc3ccccc3n2)n1-c1cc(Cl)cc(Cl)c1	1%	-1%	-7%	-10%	0%[10 µM]	-3%	6%	-21%
c1coc(Cn2nnnc2CN2CCN(C3CCCC3)CC2)c1	-7%	-15%	-7%	-4%	-5%[10 µM]	-5%	1%	2%
CCc1ccc(S(=O)(=O)NCc2cn3ccccc3n2)s1	4%	-4%	-2%	1%[15.4 µM]	-31%	-3%	2%	-1%
Nc1nc(Nc2ccccc2)nc(NCc2ccccc2)c1[N+](=O)[O-]	-3%	2%	?	·	?	1%	?	?
CC1(O)C(=O)c2ccccc2N(c2ccccc2)C1=O (stereo unspecified)	-4%	5%	-9%	-1%	12%[10 µM]	0%	-4%	-2%
COc1ccc(C(=S)N2CCN(c3cccc(Cl)c3)CC2)cc1	-2%&-4%	-5%&6%	-16%&-15%	-6%[15.4 µM]	8%&7%[10 µM]	-4%&2%	-7%&-6%	?
O=C1CC(Cc2ccccc2)C(=O)N1Cc1ccco1 (stereo unspecified)	9%	3%	?	1%	-20%	-7%	-15%	-15%

# Laid out differently: results already given
# Value order – GAA glycogen	aGal spleen mod	Tau fibril ThT	GAA inh	HTT ATP protect	aGlu spleen mod	Tau FP inhib	Tau fluor counter
COc1ccc(NC(=O)Nc2cc(C)cc(C)c2)cn1
→ 5%	8%	-4%	·	-13%[10 µM]	8%	10%	-16%
S=c1[nH]nc(-c2ccc3ccccc3n2)n1-c1cc(Cl)cc(Cl)c1
→ 1%	-1%	-7%	-10%	0%[10 µM]	-3%	6%	-21%

# The results go on.
compound	GAA glycogen	aGal spleen mod	Tau fibril ThT	GAA inh	HTT ATP protect	aGlu spleen mod	Tau FP inhib	Tau fluor counter
COCc1cc(C)nc(OCC(=O)N/N=C/c2ccc(OC)c(O)c2)c1C#N	2%	5%	?	?	18%[10 µM]	2%	2%	-23%
CC(C)COc1ccc(/C(O)=C2/C(=O)C(=O)N(CCN(C)C)C2c2ccncc2)cc1 (stereo unspecified)	-2%	?	-2%	-7%	12%[0.074 µM]	-15%	-5%	-4%
C(=N\Nc1nc(N2CCOCC2)nc(N2CCOCC2)n1)/c1cccnc1	-7%	-2%	-1%	2%	17%[10 µM]	-3%	2%	-1%
O=c1c(Cl)c(N2CCOCC2)cnn1-c1nc2ccccc2[nH]1	1%	3%	2%	5%	-119%[inhibitor]	-19%	-2%	0%
Cc1cc(C)nc(NCCO)n1	5%	3%	2%	?	-25%[10 µM]	8%	-2%	10%[2.34 µM]
COc1cc(C2=NOC(C(=O)Nc3cccnc3)C2)cc(OC)c1OC (stereo unspecified)	3%	14%	-10%	-2%	-20%	3%	-9%	-14%
COc1ccc(/C=C/C(=O)N(Cc2ccccc2)c2ccccn2)cc1OC	2%	3%	1%	?	0%[10 µM]	-2%	0%	-2%
COc1cccc(CNC(=O)CCc2c(C)c3cc4c(C)coc4cc3oc2=O)c1	3%[76.3 µM]	·	-8%	·	·	·	-7%	-7%
CC(NC(=O)C(C)(C)C)C(c1cccs1)N1CCOCC1 (stereo unspecified)	4%	4%	-8%	·	41%[10 µM]	4%	-4%	-7%
Cc1nc(Nc2ccccc2)c2nc(-c3ccccc3)n(CCCN3CCCCC3C)c2n1 (stereo unspecified)	·	1%	-8%	·	-44%[inhibitor]	2%	-2%	-20%
O=C(CCS(=O)(=O)c1nc(-c2ccc3c(c2)OCO3)cc(C(F)(F)F)n1)Nc1ccc(F)cc1F	6%[76.3 µM]	·	2%	·	·	·	7%	-2%
COc1ccc(CCN2C(=O)N(c3ccc(C)cc3)C(=O)C2CC(=O)Nc2ccc(F)cc2)cc1 (stereo unspecified)	-19%[76.3 µM]	·	-6%	·	·	·	-16%	?
COc1ccc(OC)c(NC(=O)C2C3C=CC(C3)C2C(=O)NCc2ccccn2)c1 (stereo unspecified)	-7%	2%	8%	-6%	-21%[10 µM]	2%	6%	6%
C=CCSc1nnc2c(n1)OC(c1ccccn1)N(C(C)=O)c1ccccc1-2 (stereo unspecified)	-2%	-2%	-9%	-1%	10%	-4%	-6%	-8%
CCS(=O)(=O)Nc1ccc2c(c1)OCO2	0%	-1%	?	-1%	10%[10 µM]	4%	-5%	-14%
CCOc1ccccc1C(=O)OCC(=O)Nc1ncc(C(F)(F)F)cc1Cl	14%	1%	-14%	-6%	20%[10 µM]	-14%	0%	-13%
O=C(Nc1ccc(S(=O)(=O)Nc2ncccn2)cc1)c1ccc2ncsc2c1	3%	2%	-19%	?	-7%[10 µM]	3%	0%	-14%
Cc1cc(C)n(C(=O)COc2ccc(Cl)cc2Cl)n1	0%	-3%	-7%	0%	14%[10 µM]	-6%	-1%	-11%
CCc1ccc(C(=O)Nc2cccc(-c3nc4cc(C(C)C)ccc4o3)c2)cc1	5%[76.3 µM]	·	-10%	·	·	·	?	-24%
CCCCCOc1ccc(CSCCNC(=S)Nc2ccccc2)cc1	1%	2%	-13%	-10%	0%[10 µM]	-4%	13µM*	?
COc1ccc(NC(=O)COC(=O)C23CCC(=O)N2c2ccccc2S3)cc1 (stereo unspecified)	-1%	0%	-4%	-4%	10%	-4%	-10%	-12%
Cc1cccc(NC(=O)c2sc(-n3nc(C)c(CCC(C)C)c3C)nc2C)c1	-1%[76.3 µM]	·	?	·	·	·	0%	-12%
Cn1c(-c2ccccc2)c(C(=O)CCl)c2ccccc21	4%	0%	?	-4%	-141%[inhibitor]	-7%	6%	-9%
N#Cc1ccccc1Cn1c(=O)n(CCCC(=O)NCc2ccc3c(c2)OCO3)c(=O)c2sccc21	-5%[76.3 µM]	·	0%	·	·	·	-4%	-1%
Cc1ccc(C(C)n2cc(C(=O)NCCN3CCN(C)CC3)nn2)cc1 (stereo unspecified)	6%	-2%	-3%	0%	6%[10 µM]	0%	1%	6%
O=C(NCc1ccc2c(c1)OCO2)C1CCC(CNS(=O)(=O)c2ccccc2)CC1 (stereo unspecified)	3%	1%	-3%	-2%	-19%[10 µM]	4%	-2%	-8%
Cc1ccc(S(=O)(=O)CC2CSc3nnc(C)c(=O)n32)cc1 (stereo unspecified)	3%	-13%	-13%	?	11%[10 µM]	-9%	-1%	-14%
O=C(NC(=S)Nc1ccccc1Cl)c1csnn1	7%	-4%	16µM*	-2%	-18%	-3%	?	-12%
